# NPYLR7 agonist – agonists of mosquito NPYLR7 receptor, primary screen, cell-based, Aedes aegypti, calcium fluorescence, mosquito biting behavior. HEK293T NPYLR7/Galpha15, GCaMP6s calcium fluorescence. activation, % at 10 µM. actives 0.15% (n = 270,000). AID 1259423, 2018; in the data active = activation above about 40%;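 note: 0% = vehicle and 100% = reference agonist at the receptor; some compounds past the cut are filed as inactive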
# hcGAS lum – Primary biochemical luminescence assay for human cyclic GMP-AMP synthase inhibitors; Q8N884; actives 0.081% (n = 290,000); recombinant h-cGAS, ATP depletion, Kinase-Glo luminescence; inhibition, % at 12.5 µM;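 note: 0% = vehicle reaction and 100% = reaction without DNA for no activity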
# Target sequence (Q8N884 whole entry, looked up): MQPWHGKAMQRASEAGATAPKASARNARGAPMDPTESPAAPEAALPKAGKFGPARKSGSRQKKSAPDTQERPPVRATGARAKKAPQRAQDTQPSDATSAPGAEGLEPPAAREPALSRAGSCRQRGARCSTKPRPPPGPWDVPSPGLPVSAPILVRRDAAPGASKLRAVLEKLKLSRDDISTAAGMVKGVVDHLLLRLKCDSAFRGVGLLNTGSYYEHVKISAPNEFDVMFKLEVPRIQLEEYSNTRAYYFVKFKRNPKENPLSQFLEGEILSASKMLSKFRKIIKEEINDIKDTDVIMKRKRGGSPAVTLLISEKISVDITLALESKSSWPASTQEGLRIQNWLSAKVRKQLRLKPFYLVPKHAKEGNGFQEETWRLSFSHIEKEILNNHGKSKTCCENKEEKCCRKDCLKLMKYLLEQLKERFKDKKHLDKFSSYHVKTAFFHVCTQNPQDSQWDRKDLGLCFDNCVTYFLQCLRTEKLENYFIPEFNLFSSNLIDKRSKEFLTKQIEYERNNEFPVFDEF
# mcGAS inh – cyclic GMP-AMP synthase inhibitors, mouse, primary biochemical chemiluminescence. recombinant cGAS, Kinase-Glo ATP depletion luminescence. inhibition, % at 12.5 µM. actives 0.15% (n = 160,000). AID 1259399, 2018;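 note: 0% = negative control wells and 100% = reference inhibitor with no enzyme activity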
# * = called active by the depositor; / = no result given; & = joins results of further samples. Cut-off read from the data, not from the text of the source, unless noted: active = inhibition above about 40%; inactive = the rest. The list is partial (hit frequency here may not be typical).
Structure	NPYLR7 agonist	hcGAS lum	mcGAS inh
CCOC(=O)C(O)(c1csc(N)n1)c1c(C)nn(-c2ccc(C)cc2)c1N (configuration not stated)	4	-8	/
Cn1ccnc1C(=O)C1CCCN(Cc2cc3n(n2)CCNC3)C1 (configuration not stated)	4	-4	/
CC(Cn1cncn1)NCc1ccc2sccc2c1 (configuration not stated)	11	-4	-16
CC(C)CCP(=O)(O)c1ccccc1	-18	-4	/
CC(Cc1ccccn1)N(C)Cc1nc2ccccc2n1C (configuration not stated)	19	-12	/
CN(C)CCN(C(=O)Cc1ccc(F)cc1)c1nc2ccc(F)cc2s1	19	-6	-12
N=C1c2ccccc2CN1c1ccc2c(c1)OCCO2	-5	-4	/
C[C@@H](NC(=O)C1CC=CCC1C(=O)N1CCC(C#N)(c2ccccc2)CC1)C(C)(C)C (some centres not stated)	-7	-7	-4
CCc1nn2c(=O)cc(CN3C[C@@H]4[C@@H]5CC[C@@H](C5)[C@@H]4C3)nc2s1	/	-8	-12
N#CC1(c2ccccc2)CCN(C(=O)C2CCCCC2C(=O)NCc2cccnc2)CC1 (configuration not stated)	-8	-4	/
Cc1ccccc1-c1noc(CNC(C)Cc2cccs2)n1 (configuration not stated)	8	-3	/
CN1C(=O)C(=Cc2ccccc2OCc2ccccc2Cl)C(=O)N(C)C1=O	20	-3	-8
COC(=O)c1ccc(C(=O)OC)c(NC(=O)c2cccn(Cc3ccc(C)cc3)c2=O)c1	12	-2	/
CCn1c(C)cc(C)c(C(=O)N2CCCC3(CCNC3)C2)c1=O (configuration not stated)	7	-6	/
CC12CCC3C(CCC4=C(O)C(=O)CCC43C)C1CCC2=O (configuration not stated)	5	-1	-3
C[C@]12CC[C@H](O)C[C@@H]1CC[C@@H]1[C@@H]2CC[C@]2(C)C(=O)CC[C@@H]12	-3	-7	/
CC(Cc1ccc(C(F)(F)F)cc1)NC(=O)NC1CCOCC1 (configuration not stated)	-2	3	/
O=C(OC1CCOC1=O)c1cccs1 (configuration not stated)	13	-5	/
CCC(=O)O[C@H]1CCC2C3CCC4=CC(=O)CC[C@]4(C)C3CC[C@@]21C (some centres not stated)	1	-4	/
CCN(CC)c1ccc(C=C(C#N)C#N)cc1	8	-2	-1
O=S1(=O)N(CCN2CC=C(c3c[nH]c4cc(F)ccc34)CC2)c2cccc3c2N1CCC3	-2	1	0
Cc1ccc(C(=O)Nc2ccc3[nH]cc(CCN4CCOCC4)c3c2)cc1F	-3	-7	-6
N#Cc1ccccc1NC(=O)c1cccn(Cc2ccc(C(F)(F)F)cc2)c1=O	13	-13	/
O=C(NC[C@H]1C[C@@H]2CCN1C[C@@H]2CN1CCc2ccccc2C1)Nc1ccsc1	-5	-3	-3
Cc1ccsc1C(=O)C1CCCN(Cc2cccn2-c2ccccn2)C1 (configuration not stated)	0	-8	/
CN(C)P(=S)(CC12CC3CC(CC(C3)C1)C2)N(C)C	10	-4	-10
CCOC(=O)[C@@H]1[C@H]2CN(C(=O)COc3ccccc3)CCN2C[C@H]1c1ccccc1	5	-2	-3
O=C1OCCN1/N=C\c1ccc([N+](=O)[O-])o1	-2	-5	/
COc1ccc(C2NCc3ccc4c(c3-n3cccc32)OCO4)cc1OC (configuration not stated)	-3	-8	/
O=C(Nc1ccc2[nH]cc(CCN3CCOCC3)c2c1)c1c(F)c(F)c(F)c(F)c1F	22	-2	-5
Cn1ccnc1P(=S)(c1nccn1C)N1CCOCC1	5	-9	/
O=C(Nc1ccncc1)c1cccn(Cc2ccc(F)cc2)c1=O	11	-7	/
CC(C)c1nccc(C(=O)N2CCN3CCNC(=O)C3C2)n1 (configuration not stated)	0	-8	/
COCC1=C(C(=O)OC)C2(C(=O)Nc3ccccc32)C(C(=O)OCc2ccccc2)C(=N)O1 (configuration not stated)	-5	-1	1
O=C1NC(=O)N(Cc2ccccc2)C(=O)C1=Cc1ccco1	-6	-5	/
CCC(C)(C)c1ccc(S(=O)(=O)N2CCN(CCOC(c3ccccc3)c3ccc(N4CCOCC4)cc3)CC2)cc1 (configuration not stated)	4	-1	0

# Reprinted from the entries so far, 5 compounds:
Structure	NPYLR7 agonist	hcGAS lum	mcGAS inh
Cn1ccnc1P(=S)(c1nccn1C)N1CCOCC1	5	-9	/
O=C(Nc1ccncc1)c1cccn(Cc2ccc(F)cc2)c1=O	11	-7	/
CC(C)c1nccc(C(=O)N2CCN3CCNC(=O)C3C2)n1 (configuration not stated)	0	-8	/
COCC1=C(C(=O)OC)C2(C(=O)Nc3ccccc32)C(C(=O)OCc2ccccc2)C(=N)O1 (configuration not stated)	-5	-1	1
O=C1NC(=O)N(Cc2ccccc2)C(=O)C1=Cc1ccco1	-6	-5	/

# The list goes on.
Structure	NPYLR7 agonist	hcGAS lum	mcGAS inh
CCN(CC)CCOC(=O)C(O)(c1ccccc1)c1ccccc1	-4	-2	/
O=c1oc2ccccc2c(O)c1C(c1cncs1)c1c(O)c2ccccc2oc1=O	3	-6	/
NC(Cc1ccc(N(CCCl)CCCl)cc1)C(=O)O (configuration not stated)	3	1	-3
CC(C)P(=S)(c1c(F)c(F)nc(F)c1F)C(C)C	-13	-1	-3
COc1ccc(C(C)=NNP(=S)(c2ccccc2)c2ccccc2)cc1	18	-3	-3
Cc1ccccc1CC(=O)N1CCN(Cc2cccc(-c3noc(-c4cccc(Cl)c4)n3)c2)CC1	32	-5	-3
O=C(CN1CCN(C(=O)c2ccco2)CC1)Nc1ccc(Br)cc1C(=O)c1ccccc1Br	-14	4	3
O=C(CCN1CCC(c2cccc(O)c2)CC1)Nc1nccs1	-3	2	-5
CCN(CC)P(=S)(C=C1N(C)c2ccccc2C1(C)C)CC (configuration not stated)	4	-6	/
O=[N+]([O-])c1ccc2c(c1)CNCC2	-4	-3	/
COCCN(CC(=O)Nc1nc(CC(=O)N2CCN(C/C=C/c3ccccc3)CC2)cs1)C(=O)c1ccc(OC)cc1	-6	-7	-5
ON1C2CCCCC2N(O)C1c1ccco1 (configuration not stated)	-10	-5	/
O=[N+]([O-])c1ccccc1CBr	0	-6	/
CC(C)C1c2c(c3ccccc3oc2=O)OC(=N)C1C#N (configuration not stated)	-2	0	3
O=C(Nc1cccnc1)c1cccn(Cc2ccc(Cl)cc2Cl)c1=O	2	-1	/
Cc1cc(CC(C)NC2CSCCSC2)n[nH]1 (configuration not stated)	/	-13	-6
O=C(NC(Cc1cnc[nH]1)C(=O)O)c1ccccc1 (configuration not stated)	-5	-9	/
COc1ccc(O)c(CN2CCCC(C(=O)c3sccc3C)C2)c1 (configuration not stated)	-1	-3	-6
O=C(O)C1=CCCN(CCOC(c2ccc(C(F)(F)F)cc2)c2ccc(C(F)(F)F)cc2)C1	4	-2	/
Cc1[nH]cnc1-c1nccn1CCc1cnc[nH]1	-7	-3	/
CC(C)(C)c1nn(-c2cccc(Cl)c2)c2c1C(c1cccc(F)c1)SCC(=O)N2CC(=O)N1CCOCC1 (configuration not stated)	5	-4	-2
Cc1ccccc1N1C(=O)/C(=C/c2ccco2)C(=O)NC1=S	-2	41*	86*
COCCN1CC(CO)C2(CCN(C(=O)c3ncccn3)CC2)C1 (configuration not stated)	/	-8	-4
CC(C)(C)n1cc(C(=O)Nc2ccc3nc4n(c(=O)c3c2)CCC4)cn1	3	5	/
CN1CCc2nc(SCc3cccnc3)c(C#N)cc2C1	8	-3	/
CC[C@H]1CN2CC[C@H]1C[C@@H]2CNC(=O)CC(C)(C)CC(=O)O	-9	-6	-8
Cc1nn(-c2ccccc2)c(C)c1P(=S)(c1ccccc1)N(C)C (configuration not stated)	6	-7	-4
O=c1[nH]c2ccccc2n1C1CCN(CCCC(c2ccc(F)cc2)c2ccc(F)cc2)CC1	-9&-1&3	1&-1&-4	-4&-4
CC(Cc1cccs1)NCC(=O)Nc1cnccn1 (configuration not stated)	5	-5	/
COC(=O)N(C)c1ccc(C(O)(C(=O)OC)C(F)(F)F)cc1 (configuration not stated)	2	3	/
COc1ccc(OC)c(CC(=O)N2CCN(Cc3cc(=O)c(OCc4ccccc4Cl)co3)CC2)c1	1	-3	-4
Cc1cc(N2CCN(C)CC2)c2nncn2n1	20	-8	/
O=c1[nH]c(=S)[nH]c(O)c1N=Nc1ccc2c(c1)OCCO2	16	-10	/
C=C1C([C@]2(C)C(CC(=O)OC)[C@@](C)(COC(C)=O)OC(=O)C[C@@H]2OC(C)=O)[C@@H](OC=O)[C@H](OC(=O)C(OC(C)=O)C(C)CC)[C@@]2(C)[C@H](c3ccoc3)CC(=O)C12O (some centres not stated)	/	-4	-4
COc1ccc(-c2ccccc2N2CCNCC2)c(OC)c1OC	3	-6	-17
CSc1ccc(C(=O)C2CCCN(Cc3csc(C(C)=O)c3)C2)cc1 (configuration not stated)	1	-3	-7

# The last 2 compounds of the part before come first, to join the parts:
Structure	NPYLR7 agonist	hcGAS lum	mcGAS inh
COc1ccc(-c2ccccc2N2CCNCC2)c(OC)c1OC	3	-6	-17
CSc1ccc(C(=O)C2CCCN(Cc3csc(C(C)=O)c3)C2)cc1 (configuration not stated)	1	-3	-7
Cc1ccc(CC(=O)N2CCN(C3CCNC3=O)CC2)cc1 (configuration not stated)	1	-6	-16
COc1ccc(-n2nc(-c3ccccc3)c3c2N(CC(=O)O)C(=O)CSC3c2ccsc2)cc1 (configuration not stated)	-6	1	-3
CCCN(CCC)CCc1ccc(O)c(O)c1	-1	-1	-2
CC(NCc1ccccc1)c1nc2ccccc2c(=O)n1-c1ccc(Cl)cc1 (configuration not stated)	1	-5	/
O=c1cc(O)c2ccccc2o1	4	0	/
COC(=O)C1C(=N)Oc2cc(C)n(CC3CCCO3)c(=O)c2C12C(=O)N(CC(C)C)c1ccccc12 (configuration not stated)	-2	3	0
O=C1OCCC1Sc1ccc(Br)cc1 (configuration not stated)	4	-14	/
CC1CCC[C@H](O)CCCCCc2cc(O)cc(O)c2C(=O)O1 (some centres not stated)	-9	-5	/
CCC(=O)O[C@H]1CC[C@H]2[C@@H]3CCC4=CC(=O)CC[C@]4(C)[C@H]3CC[C@]12C	-6	0	/
Cc1cccn2c(CNC(C)Cc3cccs3)c(C(=O)N3CCOCC3)nc12 (configuration not stated)	-12	0	-5
CC(N)Cc1c[nH]c2ccc(O)cc12 (configuration not stated)	0&5	-7&-6	-4
CC1(C)C(C(=O)N2CCCC(Nc3ccc(F)cc3)C2)C1(C)C (configuration not stated)	6	-8	-10

# Some entries already given, reduced to mcGAS inh and hcGAS lum:
Compound,mcGAS inh,hcGAS lum
O=c1cc(O)c2ccccc2o1,/,0
COC(=O)C1C(=N)Oc2cc(C)n(CC3CCCO3)c(=O)c2C12C(=O)N(CC(C)C)c1ccccc12 (configuration not stated),0,3

# (next part)
Structure	NPYLR7 agonist	hcGAS lum	mcGAS inh
CC(C)(C)n1nc(-c2ccccc2)c2c1N(CC(=O)NCc1ccc(F)cc1)C(=O)CSC2c1ccccc1Cl (configuration not stated)	11	-4	-3
CC(O)(CNC12CC3CC(CC(C3)C1)C2)c1ccc(Cl)cc1 (configuration not stated)	3	-6	-6
O=P1(NCCCl)OCCCN1CCCl (configuration not stated)	2	-11	-5
CC(C)c1cc2c(c(O)c1O)[C@@]1(C(=O)O)CCCC(C)(C)C1CC2 (some centres not stated)	-8	-7	-2
c1ccc2c(N3CCNCC3)cccc2c1	1	14	-3
Cc1ccc(C2(CN3[C@@H]4CC[C@H]3CC(O)C4)CCNCC2)nc1 (some centres not stated)	1	-9	/
CSC(C)C(=O)NC(C)Cc1ccc(Br)cc1 (configuration not stated)	0	-13	-8
O=C1NC(=O)C(Cc2ccccc2)(Cc2ccccc2)C(=O)N1	6	1	/
C[C@]12CC[C@H](O)CC1=CC[C@@H]1[C@@H]2CC[C@]2(C)C(=O)CC[C@@H]12	0	1	/
COC(C)(C)C(=O)N1CCN2CCNC(=O)C2C1 (configuration not stated)	9	-5	-11
CCc1ccccc1NC(=O)c1cccn(Cc2ccccc2Cl)c1=O	3	-3	/
C=CCNC(=O)C(C)N1CCN(C(=O)COc2cccc(C)c2C)CC1 (configuration not stated)	-4	-4	/
C1CN2CCC1/C(=N/Nc1nn[nH]n1)C2	-13	0	/
CC(C)c1ccc(S(=O)(=O)N2CCN(CCOC(c3ccc(F)cc3)c3ccc(F)cc3)CC2)cc1	4	-8	-8
O=C(Cc1ccsc1)N1CCN(Cc2cccc(-c3noc(-c4ccccc4)n3)c2)CC1	4	-8	-8
Fc1ccc2nc(N3CCNCC3)sc2c1	-2	-3	/
CC(Cc1ccccn1)N(C)Cc1ccsc1 (configuration not stated)	0	-4	/
CCSc1nc(CC(=O)N2CCCCC2CN2CCOCC2)cs1 (configuration not stated)	3	-6	/
Fc1ccc(C2NCc3ccc4c(c3-n3cccc32)OCO4)cc1 (configuration not stated)	-5	-13	/
Cc1ccccc1Cn1cccc(C(=O)Nc2nccs2)c1=O	15	-10	/
NC(c1ccccc1)P(=O)(O)O (configuration not stated)	4	4	/
CCOC(=O)C1C(=N)OC(C)=C(C(=O)OC)C12C(=O)Nc1ccccc12 (configuration not stated)	5	-2	-3

# Screens: PubChem, Fisher Drug Discovery Resource Center
